Screening results deposited in PubChem by several laboratories.
PKA-R2B act: PKA-R2B complex activation; P22694+P31323; PKA-R2B holoenzyme dissociation, Cy5-IP20 fluorescence polarization; R2B truncated from residue 108, S112A mutant; 0% DMSO only, 100% 113 µM cGMP; activation, % at 11.4 µM; 340,000 tested, 0.079% active; AID 504700;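 active means activation above a cutoff set at the mean over all compounds plus 3 SD, cut at about 18% in these data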;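 further: higher means more holoenzyme dissociation and a rise in polarization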
Target sequence (P31323 whole entry, looked up, other chains not shown, the tested form may be a part): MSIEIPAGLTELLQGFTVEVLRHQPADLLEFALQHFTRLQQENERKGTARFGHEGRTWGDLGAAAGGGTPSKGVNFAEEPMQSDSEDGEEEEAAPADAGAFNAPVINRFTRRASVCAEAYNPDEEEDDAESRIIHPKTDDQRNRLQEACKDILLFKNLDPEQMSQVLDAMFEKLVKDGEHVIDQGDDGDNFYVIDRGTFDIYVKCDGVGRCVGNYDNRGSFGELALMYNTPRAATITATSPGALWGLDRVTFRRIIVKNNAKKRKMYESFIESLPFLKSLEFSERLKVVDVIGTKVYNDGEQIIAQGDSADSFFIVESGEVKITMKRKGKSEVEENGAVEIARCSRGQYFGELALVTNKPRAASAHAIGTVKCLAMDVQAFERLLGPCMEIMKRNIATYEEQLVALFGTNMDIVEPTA
HTR5A inv ctr: counter-screen for OPRM1-OPRD1 inverse agonists: human HTR5A inverse agonism | P47898 | HTR5A cell line, luminescence | inhibition, % at 9.3 µM | 340,000 tested, 0.083% active | AID 504634; in the data active means inhibition mostly above about 23%, no sharp cut-off; inactive means mostly below about 18%;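 further: 0% = cells with DMSO and 100% = no-cell wells with DMSO; some compounds called inactive have numbers as strong as hits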
Target sequence (P47898 whole entry, looked up): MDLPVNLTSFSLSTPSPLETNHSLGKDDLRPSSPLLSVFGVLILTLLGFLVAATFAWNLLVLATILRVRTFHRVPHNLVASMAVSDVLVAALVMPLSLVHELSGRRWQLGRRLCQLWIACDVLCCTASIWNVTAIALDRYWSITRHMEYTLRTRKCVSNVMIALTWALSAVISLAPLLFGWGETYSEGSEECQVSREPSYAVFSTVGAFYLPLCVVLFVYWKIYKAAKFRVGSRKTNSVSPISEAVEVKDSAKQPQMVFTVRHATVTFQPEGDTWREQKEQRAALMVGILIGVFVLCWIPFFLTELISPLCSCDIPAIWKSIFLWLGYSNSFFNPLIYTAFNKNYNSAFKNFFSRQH
PfHsp90 yeast 2: reduces growth (ATP signal) of yeast expressing P. falciparum Hsp90; S. cerevisiae expressing PfHsp90, BacTiter-Glo ATP, 48 h; yeast lacking PDR1 and PDR3 efflux regulators; inhibition, % at 9.4 µM; 310,000 tested, 0.32% active;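 active means every replicate shows inhibition above about 80%, whatever the replicate mean, limit read from the data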;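 further: 0% = DMSO neutral controls and 100% = 20 µM radicicol positive controls; yeast relying on Plasmodium falciparum Hsp90 in place of its own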
SUMO Mot1 rescue: SUMOylation pathway inhibition by Mot1-301 growth rescue; 320,000 tested, 1% active; growth rescue, % at 18.8 µM; S. cerevisiae Mot1-301 growth rescue, ATP luminescence, 38.5C; percent above DMSO median, 100 means doubled;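 active means every valid replicate shows activation above 250% relative to neutral control wells; inactive means the rest, any valid replicate at or below 250%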;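 further: OY570 slx delta 5 strain wells were the positive control but not used for scaling; some compounds called inactive have numbers as strong as hits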
PKA-R1A activ: activates the PKA-R1A holoenzyme complex; PKA-R1A dissociation, Cy5-IP20 fluorescence polarization; scaled: DMSO 0%, 113 µM cGMP 100%; activation, % at 11.4 µM; 340,000 tested, 0.083% active; AID 504707;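 active means percent activation above the mean of all tested compounds plus 3 SD, cut at about 19% in these data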;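 further: higher means more PKAc released from R1A so a rise in polarization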
MOR-DOR ag: OPRM1-OPRD1 heterodimerization agonism | 340,000 tested, 0.3% active | cells, luminescence | activation, % at 9.3 µM; in the data active means activation above about 18%;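 further: 0% = vehicle-treated cells and 100% = reference agonist; values of inactives mirror those of a sister screen read the other way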
phage Ecoli inh: E. coli growth loss with phage present. growth absorbance. inhibition, % at 11.9 µM. 360,000 tested, 0.26% active; in the data active means inhibition above about 11%
Ecoli viability: reduces bacterial viability in AddAB counter-screen; E. coli V3065 growth, OD600 absorbance, 18 h; inhibition, % at 11.9 µM; 330,000 tested, 0.27% active; AID 449728;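 active means inhibition above the campaign's mean inhibition across all tested compounds plus 3 SD, cut at about 9.9% in these data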;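 further: uninfected addAB+ strain grown without phage in ampicillin broth; 0% = DMSO wells and 100% = ciprofloxacin 0.95 µg/ml wells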
OPRM1-OPRD1 inv: inverse agonists of human mu-delta opioid receptor heterodimerization; P35372+P41143; inhibition, % at 9.3 µM; AID 504357; cell-based MOR-DOR heterodimer luminescence, inverse agonism; 340,000 tested, 0.21% active; in the data active means inhibition above about 22%, passing the limit was not always enough;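 further: 0% = cells with DMSO and 100% = wells without cells with DMSO; values of inactives mirror those of a sister screen read the other way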
Tat export inh: inhibitors of E. coli Tat protein transport; E. coli MC4100 TorA-mCherry Tat export, fluorescence; inhibition, % at 10 µM; 340,000 tested, 0.036% active;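 active means mean replicate inhibition at least 50% and at least half of replicates individually reaching 50%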;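 further: exported cargo escapes ClpAP degradation while cytoplasmic cargo is degraded and loses fluorescence; 0% = median of neutral control wells and 100% = median of NaSCN control wells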
AddAB inh: less growth of phage-infected E. coli with AddAB; AID 435030; E. coli expressing H. pylori AddAB, absorbance growth; 330,000 tested, 0.29% active; inhibition, % at 11.9 µM; in the data active means inhibition above about 12%;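 further: 0% = vehicle wells of infected cells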
Starred values were filed as active, the others as inactive; nt = no result given. Rows were taken by chance; about 2.2% have a hit in one of these screens.

Results follow in this order: PKA-R2B act	HTR5A inv ctr	PfHsp90 yeast 2	SUMO Mot1 rescue	PKA-R1A activ	MOR-DOR ag	phage Ecoli inh	Ecoli viability	OPRM1-OPRD1 inv	Tat export inh	AddAB inh
- CC1=C(C(=O)Nc2ccc(C)cn2)C(c2cnn(C)c2)C2=C(CCCC2=O)N1 (stereo unspecified)
→ -4	15	-3	1	-5	-3.0	4.8	0.9	16	0	1.1
- CCOC(=O)c1ccc(S(=O)(=O)N2CCN(C(=O)c3cc4ccccc4o3)CC2)cc1
→ -10	13	nt	nt	-6	-3.3	1.6	nt	17	7	nt
- COc1ccc(Cl)cc1NC(=O)CN(C)C(=O)CN1C(=O)NC2(CCCC2)C1=O
→ -3	-4	12	379	-4	-0.2	0.4	-0.4	2	6	1.9
- CCCC(=O)Nc1sc(Cc2ccccc2)c(C)c1C(N)=O
→ 10	-17	nt	-4	-19	-1.8	0.3	1.5	9	-8	0.2
- O=C(NC(=S)Nc1nc2c(s1)CCCC2)c1ccccc1
→ 2	-9	2	-4	8	0.3	5.2	-2.0	-2	-3	0.5
- O=C(NC1=NCCS1)c1ccc(Cl)c(S(=O)(=O)N2CCCCC2)c1
→ -6	1	-4	287	0	-1.3	-0.2	-2.2	7	5	0.3
- COc1ccccc1CNC(=O)c1cc(C2CC2)nc2c1cnn2C(C)C
→ -15	-12	-27	-4	-5	-2.5	6.0	-2.9	9	4	0.1
- COc1ccc2c(c1)C(c1cccs1)=NNC(c1cccnc1)=N2
→ 6	7	1	-25	-4	0.1	2.4	-4.2	-1	18	3.8
- O=S(=O)(Nc1ncn[nH]1)c1ccc(Cl)cc1
→ 9	-24	-12	123	4	-2.2	2.5	2.0	12	1	4.9
- O=C(Cc1ccc(NS(=O)(=O)c2ccc(F)cc2)cc1)NCc1ccccc1
→ -4	-12	-1	-8	13	-2.0	0.2	-2.4	8	2	1.6
- COc1cc2c(cc1[N+](=O)[O-])n(C(C)C)c(=O)n2C(C)C
→ -8	-32	18	6	6	-0.1	5.4	-0.3	1	-13	-1.3
- C#Cc1cccc(C(=O)N2CCCC(CCC(=O)NCc3ccccc3F)C2)c1 (stereo unspecified)
→ -4	-18	-7	-4	-5	-2.2	0.6	-0.2	11	-11	-0.6
- Cc1cc(Cl)nc(-c2ccccc2)n1
→ 2	-4	15	nt	4	-1.9	4.4	-1.4	9	-7	-1.0
- CCc1cc(=O)oc2cc(C)cc(OCC(=O)N3CCC[C@@H]3C(=O)O)c12
→ -12	23	22	694*	-12	-2.6	2.2	-0.3	13	-2	3.0
- O=C(NCC(c1cccs1)N1CCOCC1)c1ccccc1NS(=O)(=O)c1ccc(Br)cc1 (stereo unspecified)
→ -11	-5	nt	7	0	-0.6	1.7	-1.2	3	0	-1.9
- S=c1[nH]nc(-c2ccccc2)n1/N=C/c1ccc(Cl)cc1
→ -3	6	-17	-7	4	6.7	0.7	nt	-33	1	nt
- O=C(c1ccc(Br)cc1)C1CCc2occc2C1=O (stereo unspecified)
→ 14	-1	-26	1	1	-0.3	0.9	0.1	1	6	1.1
- CCOC(=O)N1CCC(N2CCN(S(=O)(=O)CC)CC2)CC1
→ 5	27	-25	74	-7	-2.9	nt	-0.7	16	-7	0.1
- O=C(Nc1ccccc1C(=O)N1CCCCC1)C1CCCCC1
→ 2	-3	-37	-11	0	-1.2	-2.3	2.6	7	1	1.4
- Cn1nc(-c2ccccc2)c(/C=N/O)c1Cl
→ -6	4	8	15	-10	-1.3	2.6	0.7	7	2	3.2
- Cc1cccc(Cn2cnc3c(nnn3Cc3ccccc3F)c2=O)c1
→ -4	0	nt	10	8	1.5	4.2	4.3	-9	2	4.8
- O=C(NCc1ccc(Cl)s1)C1CCC(=O)N(CCc2ccccn2)C1 (stereo unspecified)
→ 1	-14	10	0	-7	-1.0	2.2	-1.8	5	7	-1.4
- N#Cc1c(SCC(=O)Nc2cccc(C(F)(F)F)c2)sc2c(O)cc(=O)[nH]c12
→ 0	-22	13	17	-13	-1.6	0.7	-1.6	8	0	3.6
- Cc1ccc(NC(=O)C2CCN(S(=O)(=O)c3ccc(F)cc3)CC2)cc1
→ -3	-2	10	5	-2	-0.5	3.4	-1.7	2	1	0.3
- O=C(COC(=O)c1cc(Cl)ccc1Cl)NC1CCCC1
→ 2	-3	7	4	3	0.5	0.8	0.3	-4	-4	-0.2
- Cc1ccc(NC(=O)COc2cccc(C)c2C)cc1S(=O)(=O)N1CCCCCC1
→ 0	-30	-14	0	-2	1.6	0.8	-0.8	-8	5	2.1
- CCCCNC(=O)N1CCN(C/C=C/c2ccccc2)CC1
→ -10	24	11	607	4	1.2	3.6	-0.2	-9	10	2.9
- CC(=O)NC1=NN(C(C)=O)C(C)(CCS(=O)(=O)c2ccc(Cl)c(Cl)c2)S1 (stereo unspecified)
→ -9	-10	0	35	3	-2.9	1.6	0.3	16	0	2.9
- COC(=O)CSc1nc(NC(C)C)nc(N(C)C)n1
→ 8	-1	nt	-8	-7	-2.0	3.5	-3.4	10	-2	0.3
- COc1ccccc1C1NC(=O)NC(C)=C1C(C)=O (stereo unspecified)
→ 6	-32	3	-31	2	-1.8	2.6	0.1	10	-6	2.6
- Cc1ccnc(N2C(=O)c3cccc4c([N+](=O)[O-])ccc(c34)C2=O)c1
→ 3	10	-38	-13	5	1.1	0.4	0.1	-6	-5	0.5
- O=C(Nc1ccccc1NC(=O)c1ccccc1Cl)c1ccccc1Cl
→ 5	-3	-21	-15	18	-0.4	-0.5	0.9	2	-4	2.6
- O=C1c2ccccc2C(=O)N1CCN1CCOCC1
→ -3	4	11	5	14	-2.5	1.7	1.5	13	3	2.4
- CCOC(=O)N1CCN(C(=O)COc2cc(=O)n(CC)c3ccccc23)CC1
→ 5	3	22	-8	4	-0.9	2.5	-1.7	5	5	2.5
- O=S(=O)(c1ccccc1)N1CCN(C2CCCCCCC2)CC1
→ -4	-8	-6	113	4	7.3	-0.2	0.8	-43	-3	0.9
- CC(C)(C)OC(=O)NCc1ccc(NC(=O)c2nc[nH]c2C(=O)N[C@@H](Cc2ccccc2)C(=O)OC(C)(C)C)cc1
→ 0	-27	-45	-4	-3	2.5	2.4	-1.7	-15	1	-0.3
- Cc1ccc(S(=O)(=O)N[C@H](C(=O)N2CCC(C(=O)NCC(=O)O)CC2)C(C)C)cc1
→ -10	-20	-8	-5	-2	-3.2	0.4	0.8	16	9	3.8
- COCCN(CC(=O)Nc1cccc(C)c1C)C(=O)CN1C(=O)NC2(CCCCC2)C1=O
→ 1	-14	nt	-1	6	-0.2	2.1	2.3	1	1	2.9
- COc1ccc(NC(=O)C2CC(=O)OC23CCOC(C)(C)C3)cc1 (stereo unspecified)
→ 4	-7	-19	-14	4	-0.1	0.6	-0.6	1	-3	0.8
- O=C(c1ccco1)N1CCN(Cc2cccnc2)CC1
→ -6	12	6	1	0	-1.3	2.7	-1.1	7	4	-2.8
- CCOCCCNC(=S)N1CCC(NC(=O)C2CCCCC2)CC1
→ -1	-7	-3	-7	11	-0.6	2.7	2.0	3	2	0.9
- CCCCCN(C(=O)CCC(=O)OCC(=O)N(C)Cc1ccccc1C)c1c(N)n(CCCC)c(=O)[nH]c1=O
→ -1	-13	-10	5	-8	-0.6	1.5	0.3	4	7	-1.0
- O=C(Cc1ccc(F)cc1)NCCS(=O)(=O)N1CCN(c2ccccc2)CC1
→ 2	-17	-24	-21	1	1.4	1.8	0.0	-9	10	1.3
- O=C(O)c1ccc(OS(=O)(=O)c2cccc(C(F)(F)F)c2)cc1
→ 10	6	21	nt	3	-0.9	0.1	1.3	4	4	0.8
- COC(=O)/C=C1\NCCNC1=O
→ 2	-3	16	10	-10	-1.4	-3.0	-2.6	7	-3	4.1
- CN(C)CCSc1nc(N)c2c3c(sc2n1)COC(C)(C)C3
→ -3	-6	nt	-4	6	-2.4	nt	1.0	12	-1	0.9
- Cc1ccc(S(=O)(=O)N2CCC(C(=O)Nc3ccccc3N3CCCC3)CC2)c(C)c1
→ 7	-10	24	nt	-7	-0.4	1.9	0.8	2	5	2.0
- CC(C)C(c1nnnn1Cc1ccccc1)N1CCC(C(N)=O)CC1 (stereo unspecified)
→ 6	-22	-6	-11	2	-1.9	-1.4	-1.7	8	-2	1.3
- CCOC(=O)N1CCC(NC(=O)c2oc3c(C)c(C)ccc3c2C)CC1
→ 0	-3	-4	0	-11	2.5	0.6	0.7	-13	7	-2.2
- O=C(NCCN1CCCC1)c1ccc2c(c1)N(Cc1ccccc1)C(=O)c1ccccc1S2(=O)=O
→ -6	9	-4	nt	-1	-3.6	1.2	-1.0	19	4	0.6
- COc1ccc(N2CCN(C(=O)COC(=O)Cc3ccc(F)cc3)CC2)cc1
→ -8	-4	nt	nt	4	-3.1	0.6	-2.5	16	-8	0.4
- COc1ccc(S(=O)(=O)n2ccnc2C)c(C)c1C
→ 3	-5	6	-2	6	0.2	1.5	1.2	-1	-1	1.3
- O=C(CCCSc1nc2ccccc2[nH]1)Nc1nnc(C2CC2)s1
→ -7	-13	-4	2	-6	-2.8	4.0	2.0	14	-14	4.5
- COc1ccc(C2c3[nH]c4ccccc4c3CCN2C(=O)c2ccc(=O)n(C)n2)c(F)c1 (stereo unspecified)
→ 4	12	-3	-21	11	-0.1	-0.2	1.2	0	3	0.2
- Cc1cc(C(C)(C)C)oc1C(=O)N1CCN(C(=O)c2oc(C(C)(C)C)cc2C)CC1
→ -4	3	4	nt	-12	-3.3	0.4	nt	15	-2	nt
- Cc1cc(Nc2ccccc2N2CCOCC2)n2ncnc2n1
→ -7	-6	17	-2	-13	1.0	2.1	0.8	-5	-12	3.3
- O=C(Nc1nnc(S(=O)(=O)N2CCCCCC2)s1)c1ccc(Cl)cc1
→ -1	-18	-4	98	-2	-0.8	3.7	-2.9	4	13	4.2
- Cc1ccc2c(CC(=O)OC(C)C(=O)NCc3ccc4c(c3)OCO4)coc2c1 (stereo unspecified)
→ -6	3	nt	156	8	-0.8	1.1	-0.1	5	1	-0.3
- CN1CCN(c2nc3c(c(=O)[nH]c(=O)n3C)n2CCCSc2ncccn2)CC1
→ -5	14	20	41	-4	-3.5	2.0	0.0	16	-8	0.9
- CCOC(=O)C(=O)NC(C)c1ccccc1 (stereo unspecified)
→ -2	-6	-44	211	9	-1.8	2.7	0.9	9	0	2.4
- N=c1n(CCCOc2ccccc2Cl)c2ccccc2n1CC(N)=O
→ -2	nt	16	5	-1	nt	0.9	-1.5	nt	-5	1.4
- O=[N+]([O-])c1ccc(CN2CCN(Cc3c[nH]c4ccccc34)CC2)cc1
→ 7	-7	8	13	-6	0.9	1.0	1.4	-5	-3	-1.2
- Cc1cc(C)c2nc(-c3ccccn3)cc(C(=O)Nn3cnnc3)c2c1
→ -12	18	nt	10	5	-0.5	-1.2	0.6	2	-4	0.7
